Compound activity (PubChem)
BCR signal inh – chronic active BCR signaling inhibition; Potency, µM (doses to about 46.1 µM), inactives show at the highest dose ratio change, negative = lower green/red ratio, usual class: inhibitors; ABC-DLBCL IkBa-CBG/CBR reporter, luminescence ratio, 4 h; AID 493014; 340,000 compounds, 0.05% hits; active means well fitted inhibition curve with a large enough effect in the signal ratio, with a control signal flat, not every such curve was filed as active; inconclusive means small, poorly fitted or top-dose-only effect, or effect the other way, or a change in a side signal; the % refers to the signal ratio;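 further: potency means the concentration at half of the fitted maximal effect; plate controls were basal doxycycline-induced cells for no effect and cells given 10 µM MG132 for full effect; MG132 reads +100%, hits lower the ratio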
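Concentration-response series (up to 46 uM) were applied to TMD8 dual-reporter cells for 4 h at 37C with doxycycline. Green/red ratio, after filter-overlap correction, defined %Activity; red signal alone was normalised to basal cells and zero luminescence.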
Menin MLL FP TR – displaces Texas Red mutant MLL peptide from human menin. O00255. Menin + Texas Red MLL mutant peptide, fluorescence polarization. Potency, µM (highest dose often 61.6 µM), for inactives: at the top dose FP activity change, negative = inhibition, usual class: inhibitors. 270,000 compounds, 0.23% hits; active means well fitted inhibition curve with a large enough effect in the polarisation, with a control signal flat, not every such curve was filed as active; inconclusive means small, poorly fitted or top-dose-only effect, or effect the other way, or a change in a side signal; inactive means no such curve, though single readings can be large or run the other way; the % refers to the polarisation; further: potency means the concentration at half of the fitted maximal effect; % of control where 0% means no effect; many of its hits are not listed in these tables
S-ASM inh – blocks human secretory acid sphingomyelinase; 340,000 compounds, 0.006% hits; P17405; Potency, µM (titrated, usually from 57.5 µM), without a hit: at the top dose activity change, negative = inhibition, actives largely listed as inhibitors; AID 504937; placental ASM, HMU-PC fluorogenic substrate, 60 min; further: potency means the concentration at half of the fitted maximal effect
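HMU-PC0 cleavage (9 uM final) by human placental ASM, 60 min at 37 °C following 10 min compound exposure at RT; stopped at pH 10, fluorescence Ex 386/Em 447 nm.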
GALK inh – blocks human galactokinase activity | P51570 | Purified GALK, Kinase-Glo residual ATP luminescence | Potency, µM (top dose mostly 57.5 µM), for the others: at the top dose activity change, negative = inhibition, hits mostly inhibitors | 270,000 compounds, 0.007% hits; further: potency means the concentration at half of the fitted maximal effect; on the % scale 0 is the no-effect control and ±100 the full control effect
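Luminescence from leftover ATP (Ultra-Glo luciferase/luciferin) served as read-out after a 1 h room-temperature reaction of 5 nM GALK with 35 uM ATP and 100 uM galactose.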
USP2a block – inhibitors of human ubiquitin-specific protease USP2a. Potency, µM (highest dose often 38.3 µM), inactives show top-dose activity change, negative = inhibition, usual class: inhibitors. USP2 core, Ub-CHOP2 coupled fluorogenic reporter, 485/531. AID 463254. 330,000 compounds, 0.01% hits. O75604;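 further: potency means the concentration at half of the fitted maximal effect; plate controls were DMSO wells for no effect and full inhibition by NEM control for full effect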
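Deubiquitinase activity read as fluorescence (485/531 nm) after Ub-CHOP2 cleavage activates the enterokinase reporter on its substrate; USP2 core 10nM, Ub-CHOP2 and substrate 25nM each, 30min compound preincubation then 60min RT; data normalized to NEM, curves fitted.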
TSHR antagonist – human thyrotropin receptor antagonism. P16473. TSHR-expressing cells, TSH-stimulated cAMP HTRF, 2 h; stronger effect = lower value. activity change, negative = inhibition, % at 11.5 µM. 330,000 compounds, 0.2% hits. AID 504810;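 active means activity change below a set negative limit, meaning inhibition stronger than a set level, cut at about -70% in these data; inconclusive means activity change between two set negative limits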; further: on the % scale 0 is the no-effect control and ±100 the full control effect
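Competitive HTRF cAMP read-out (cryptate anti-cAMP antibody, cAMP-d2; 30 min, room temperature) in freshly harvested TSHR cells. Compounds added before TSH at EC80 (4nM final), followed by 2 hours' incubation at 37 deg C.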
Eya2 inh – inhibitors of human Eya2 phosphatase activity; recombinant Eya2, OMFP fluorescence dephosphorylation (OMFP is methylfluorescein phosphate); Potency, µM (titrated, usually from 76.9 µM), for the others: at the highest dose activity, negative = inhibition, actives largely listed as inhibitors; 330,000 compounds, 0.006% hits; O00167; further: potency means the concentration at half of the fitted maximal effect; on the % scale 0 is the no-effect control and ±100 the full control effect
Target sequence (O00167 whole entry, looked up): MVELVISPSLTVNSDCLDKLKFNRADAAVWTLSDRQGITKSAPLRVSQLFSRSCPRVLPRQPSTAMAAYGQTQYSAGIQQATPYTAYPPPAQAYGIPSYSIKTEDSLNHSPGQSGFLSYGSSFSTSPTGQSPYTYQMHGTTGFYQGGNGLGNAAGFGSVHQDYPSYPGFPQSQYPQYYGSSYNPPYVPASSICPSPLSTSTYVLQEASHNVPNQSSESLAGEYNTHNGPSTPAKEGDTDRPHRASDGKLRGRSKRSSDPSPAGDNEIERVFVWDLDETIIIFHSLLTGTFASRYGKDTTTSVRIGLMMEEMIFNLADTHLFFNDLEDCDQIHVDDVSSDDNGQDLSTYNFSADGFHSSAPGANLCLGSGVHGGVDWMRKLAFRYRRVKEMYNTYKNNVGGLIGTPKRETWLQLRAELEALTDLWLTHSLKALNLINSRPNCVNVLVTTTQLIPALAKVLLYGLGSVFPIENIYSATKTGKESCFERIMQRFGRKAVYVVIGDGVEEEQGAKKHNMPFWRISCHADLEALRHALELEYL
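Eya2 (0.2 uM) preincubated 10 min at ambient with compound, then OMFP substrate added at 50 uM; 10 min reaction in 50 mM HEPES pH 7.5, 50 mM NaCl, 5 uM MgCl2, 0.05% BSA, 1 mM DTT. Fluorescence read at Ex 485/Em 525 nm.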
Mito fusion act – mitochondrial division inhibition or fusion activation | S. cerevisiae fusion-defective mutant growth rescue, CellTiterGlo 48 h | Potency, µM (doses to about 46.1 µM), without a hit: at the highest dose growth rescue (activation), hits mostly activators | 320,000 compounds, 0.23% hits;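 further: potency means the concentration at half of the fitted maximal effect; % of control where 0% means no effect; nearly all actives have a fitted effect of over 45% in size; temperature-sensitive fusion mutants such as fzo1-1 at 37 °C on non-fermentable ethanol glycerol medium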
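Compounds are tested for their ability to restore growth of mitochondrial fusion-defective yeast strains at non-permissive 37C in YPEG medium over 48 hours. Viability is quantified by luciferase luminescence.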
PKM2 activator – PKM2 (human) enzyme activation; P14618; purified PKM2, Kinase-Glo ATP luminescence, activation; response scale: 0% is enzyme alone, no compound; Potency, µM (doses to about 57.5 µM), without a hit: at the highest dose activation, hits mostly activators; 260,000 compounds, 0.34% hits; further: potency means the concentration at half of the fitted maximal effect; on the % scale 0 is the no-effect control and ±100 the full control effect; nearly all actives have a fitted effect of over 55% in size
Target sequence (P14618 whole entry, looked up): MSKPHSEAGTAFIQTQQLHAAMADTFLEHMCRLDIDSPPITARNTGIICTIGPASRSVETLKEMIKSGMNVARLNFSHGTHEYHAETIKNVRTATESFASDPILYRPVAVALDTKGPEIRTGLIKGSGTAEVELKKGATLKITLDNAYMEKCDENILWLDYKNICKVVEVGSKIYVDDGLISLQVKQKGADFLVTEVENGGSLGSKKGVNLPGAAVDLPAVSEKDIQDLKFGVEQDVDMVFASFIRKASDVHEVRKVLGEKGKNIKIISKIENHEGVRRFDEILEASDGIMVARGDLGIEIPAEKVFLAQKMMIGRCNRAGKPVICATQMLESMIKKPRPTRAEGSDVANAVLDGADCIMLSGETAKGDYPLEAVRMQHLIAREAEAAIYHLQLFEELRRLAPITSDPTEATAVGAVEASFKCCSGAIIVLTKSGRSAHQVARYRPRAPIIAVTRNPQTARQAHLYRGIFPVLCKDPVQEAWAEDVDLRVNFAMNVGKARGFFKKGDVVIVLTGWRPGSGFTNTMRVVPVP
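Kinase-Glo luminescence reports ATP generated from ADP (0.1 mM) and PEP (0.5 mM) by purified hPK-M2 after 1 h at room temperature, pH 7.2 imidazole buffer; intermediate enzyme activity allows detecting inhibitors and activators.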
MBNL1 CUG block – blocks human MBNL1 binding to CUG repeat RNA; TR-FRET MBNL1-His/biotin-(CUG)12 binding, 665/545 ratio; Potency, µM (highest dose often 57.5 µM), inactives show at the top dose activity change, negative = inhibition, actives largely listed as inhibitors; 280,000 compounds, 0.036% hits; AID 2675; active means well fitted inhibition curve with a large enough effect in the signal ratio, with a control signal flat, not every such curve was filed as active; inconclusive means small, poorly fitted or top-dose-only effect, or effect the other way, or a change in a side signal; inactive means no such curve, though single readings can be large or run the other way; the % refers to the signal ratio; further: potency means the concentration at half of the fitted maximal effect; on the % scale 0 is the no-effect control and ±100 the full control effect
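Ratiometric TR-FRET (665 over 545 nm, excitation 340 nm) tracks disruption of MBNL1-His/biotin-(CUG)12 complex after 60 min at room temperature, with compounds at 92 nM to 58 uM final.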
hERG WT inh – inhibitors of human wildtype KCNH2 potassium channel | Q12809 | U2OS, BacMam KCNH2, thallium flux FluxOr; stronger effect = lower value | activity change, % at 1.84 µM | 340,000 compounds, 0.37% hits | AID 720551;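 active means maximum activity change below -70%; inconclusive means maximum activity change between -70% and -50%; inactive means maximum activity change above -50%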; further: on the % scale 0 is the no-effect control and ±100 the full control effect
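U2OS cells transduced with wild-type KCNH2 virus are loaded with FluxOr dye for 45 min, and thallium flux is measured in kinetic reads before and after stimulation buffer. Rate constants are normalized to DMSO controls.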
Starred values were filed as active, the others as inactive; i = inactive; ? = inconclusive; / = not tested or not shown; & = joins results of further samples; [ ] = remark or other dose. Unless noted, the call rests on the fitted dose curve; in most records, active means well fitted curve in the direction sought with a large enough effect; inconclusive means small, poorly fitted or top-dose-only effect, or another doubt; inactive means no such curve, though single readings can be large; an effect the other way counts as inactive or inconclusive. These rows are one share of the data; the hit share may differ from the screen's.

structure	BCR signal inh	Menin MLL FP TR	S-ASM inh	GALK inh	USP2a block	TSHR antagonist	Eya2 inh	Mito fusion act	PKM2 activator	MBNL1 CUG block	hERG WT inh
Cc1cccc(NC(=S)N/N=C/C(C)c2ccccc2)c1C (stereo not drawn)	?	-13.1%	-0.1%	1.4%	-0.2%	-9.4	4.7%	3.6%	0.5%	-2.0%	2.2
Cc1ccc(-c2ccc(S(=O)(=O)N3CCCC3)cc2)cc1	1.0%	-5.4%	-0.5%	2.9%	2.4%	-6.3	-0.6%	4.6%	-30.5%	6.5%	-4.7
CCCCN(C(=O)c1sc2nc3n(c(=O)c2c1C)CCC3)c1c(N)n(CC(C)C)c(=O)[nH]c1=O	7.5%	/	11.6%	/	0.9%	3.0	19.0%	7.6%	/	/	7.7
O=C(NCCc1c[nH]c2ccccc12)c1ccc2nc[nH]c2c1	?	/	-4.1%	/	1.6%	/	0.0%	6.0%	/	/	-5.8
COc1cc2c(cc1OC)C(c1cc([N+](=O)[O-])ccc1O)NCC2 (stereo not drawn)	-16.6%	-3.7%	-2.3%	3.8%	1.7%	10.8	15.6%	4.7%	6.0%	?	-4.1
COc1ccc2sc(-c3ccc(N(C)C)cc3)c(C#CC(C)(C)O)c2c1	?	/	i	/	-0.3%	-12.6	3.3%	23.6%	/	/	-15.6
O=C(Nc1cc(=O)[nH]c2ncnn12)c1ccccc1F	4.1%	/	7.0%	/	0.1%	3.3	-5.3%	-2.6%	?	-5.2%	-12.2
CC(C)(C)C(=O)Nc1nnc(SCC(=O)NC2CC2)s1	0.5%	-3.8%	4.6%	-3.3%	1.3%	-6.9	1.4%	-2.5%	-3.0%	-2.5%	24.0
CCn1c(CNC(=O)c2ccco2)nnc1SCC(=O)Nc1ccccc1Cl	2.8%	4.1%	3.0%	1.3%	1.7%	-7.1	-2.7%	-2.2%	/	2.4%	-7.7
O=C(O)C1CC=CCC1C(=O)Nc1ccc2c(c1)CCC2 (stereo not drawn)	?	/	-2.8%	2.0%	-1.7%	6.6	-8.5%	-2.0%	-0.3%	-3.5%	-4.0
CCOc1ccc(N(CC(=O)NC2CCCC2)S(=O)(=O)c2ccccc2)cc1	8.1%	-21.4%	1.8%	-1.2%	0.0%	10.2	2.1%	12.3%	9.0%	-5.1%	-3.8
CCNC(=O)COC(=O)c1cc(C)nc2ccccc12	0.4%	-11.7%	5.8%	9.6%	0.4%	1.0	7.8%	0.9%	0.7%	8.1%	-1.4
CCOC(=O)c1sc2nccc(OC)c2c1N=CN(C)C	-0.5%	3.9%	55.1%[activator]	1.0%	5.5%	-0.6	2.7%	15.8%	1.4%	14.4%	5.9
CC(=O)Cn1nnc(-c2ccc(C(F)(F)F)cc2)n1	?	/	0.5%	-2.3%	0.7%	-1.8	-3.9%	-3.5%	2.6%	/	4.7
Cc1oc(-c2ccc(F)cc2)cc1-c1nn2c(-c3ccoc3C)nnc2s1	5.5%	?	-18.0%	6.4%	-1.9%	-9.2	-6.9%	-1.3%	11.8%	-0.4%	1.4
O=C1c2ccccc2S(=O)(=O)N1CCOc1ccc(F)cc1	?	-2.5%	0.8%	5.9%	4.8%	-28.6	-3.2%	8.8%	5.4%	-6.7%	-2.2
Cc1ccc(C)c(S(=O)(=O)NCc2ccc(C(=O)N3CCCCC3C)cc2)c1 (stereo not drawn)	-0.1%	-7.8%	3.3%	0.6%	2.2%	-16.3	-17.6%	-2.1%	0.1%	3.1%	6.5
CCCCOc1ccc(C(=O)OCC(=O)Nc2cc(C)c(C)cc2[N+](=O)[O-])cc1	7.7%	-0.3%	-6.6%	2.5%	-0.5%	24.6	4.4%	4.1%	-18.3%	?	/
COc1ccc(S(=O)(=O)/N=C2/C=CC(=O)C(C)=C2C)cc1	-0.2%	1.7%	-3.8%	2.3%	1.6%	2.5	-10.8%	-1.0%	?	1.2%	-3.6
CCN(C(=O)CN(C)Cc1c(F)cccc1Cl)c1c(N)n(Cc2ccccc2)c(=O)[nH]c1=O	0.2%	-3.3%	5.1%	4.4%	4.8%	11.3	5.4%	-0.8%	-3.8%	-13.1%	-4.8
CCCn1c(=N)n(CC(=O)c2cccs2)c2ccccc21	6.2%	-15.0%	-1.9%	5.4%	2.2%	3.3	9.0%	2.4%	-4.3%	5.4%	24.2
COc1ccc(CN2CC(C(=O)NCCCN3CCN(C)CC3)CC2=O)cc1 (stereo not drawn)	-6.1%	-8.1%	1.2%	-3.5%	1.7%	0.7	-2.5%	0.5%	-0.7%	-0.5%	1.8
COc1ccc(NC(=O)NNc2cc(N3CCOCC3)nc(N3CCOCC3)n2)cc1	-15.5%	1.0%	-4.7%	0.0%	-0.4%	-4.7	-7.7%	-11.6%	1.7%	-7.4%	-2.1
CCCCSc1cc(C)nc(N)n1	?	/	0.7%	-0.7%	10.8%	24.6	-25.7%	0.7%	3.0%	-1.9%	-8.0
O=c1[nH]cc(N=Cc2cc([N+](=O)[O-])ccc2O)c(=O)[nH]1	-3.0%	4.7%	/	0.0%	1.1%	-4.9	-23.3%	-3.6%	-4.3%	10.9%	/
CCOC(=O)c1cc2c(=O)n3ccccc3nc2n(CCCOC)c1=NC(=O)C(C)(C)C	3.2%	22.3%	/	-2.3%	2.7%	-10.0	4.0%	8.8%	-0.3%	?	5.5
COc1ccc(-c2nc3ccccc3c(=O)n2NC(=O)Cc2ccccc2)cc1	-1.1%	-23.2%	-1.6%	-1.9%	-0.3%	-2.7	-3.3%	-5.6%	-5.7%	-3.1%	14.6
O=c1oc2ccccc2c2c1C(O)CO2 (stereo not drawn)	-0.7%	9.6%	2.3%	-0.4%	3.9%	-2.5	0.0%	-2.9%	/	3.2%	/
CCOc1ccc(/C=N/n2nnnc2N)cc1O	?	/	33.1%	-1.2%	0.2%	-10.0	-1.6%	2.1%	1.8%	/	-2.5
CCOC(=O)C1=C(O)/C(=C/c2cccc(OC)c2O)N=C1C	0.6%	6.7%	-3.0%	1.4%	-2.0%	-13.7	-3.2%	1.2%	3.8%	?	3.1
CCOCCn1cnc2sc(C(=O)NCCCN3CCOCC3)c(C)c2c1=O	-1.9%	/	16.2%	-6.4%	4.2%	14.4	4.8%	0.6%	/	-1.8%	0.7
CN1CCN(C(=O)CCN2C(=O)c3ccccc3S2(=O)=O)CC1	-3.4%	/	3.8%	/	1.8%	0.3	1.5%	-4.3%	/	/	7.8
CC(C)CN(Cc1cc(=O)oc2cc(-c3ccccc3)c(O)cc12)CC(C)C	?	/	3.9%	0.5%	-1.1%	?	-0.8%	4.7%	0.1%	4.7%	-27.5
CCCCc1c(O)nc(SCC(=O)N2CCOCC2)n(-c2ccccc2C)c1=O	0.6%	0.3%	1.8%	7.7%	-1.9%	-2.3	8.0%	0.2%	3.0%	15.2%	-8.0
Cc1cc(C(C)(C)C)c(O)c(C)c1CC1=NCCN1	-2.7%	-4.0%	5.7%	1.3%	4.5%	-17.5&11.9	-0.2%&-5.3%	16.2%&-0.7%	-8.9%	-5.9%	8.2
O=C(COC(=O)c1ncc(Cl)c(Cl)c1Cl)c1ccc(Cl)s1	-0.4%	?	-6.8%	2.0%	4.7%	34.7	-2.2%	1.3%	-7.3%	/	0.5
CCN1C(=O)C2(/C(=C(\O)c3ccc4c(c3)OCCO4)C(=O)C(=O)N2CCCOC)c2ccccc21 (stereo not drawn)	4.9%	3.1%	0.0%	-1.6%	3.1%	7.1	18.6%	2.8%	-5.3%	3.1%	-5.5
CC(=O)Nc1ccc(S(=O)(=O)NCC2CCC(C(=O)N3CC(C)CC(C)C3)CC2)cc1 (stereo not drawn)	-5.5%	-11.5%	3.2%	7.1%	-0.1%	-9.8	10.7%	21.8%	/	-0.8%	-5.1
Cc1ccc(CN2C(=O)S/C(=C\c3ccccc3OCC(=O)O)C2=O)cc1	?	?	26.8%	-1.1%	1.2%	3.6	-1.7%	-9.2%	2.0%	6.6%	/
